# SNCA expr inhib = Primary qHTS assay for inhibitors of alpha-synuclein gene (SNCA) expression | HEK-293 SNCA-luciferase knock-in, luminescence, 24 h | Potency, µM (series often up to 57.2 µM), for the others: at the highest dose activity change, negative = inhibition, actives largely listed as inhibitors | actives 0.17% (n = 140,000);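 note: potency is the fitted concentration of half-maximal effect; plate controls were DMSO cells for no effect and cell-free wells for full effect; nearly all actives have a fitted effect of over 45% in size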
# NIH3T3 tox = Cytotoxic Profiling in NIH 3T3 Cell Line of Diverse Libraries Using Quantitative High-Throughput Screening; NIH 3T3 viability, CellTiter-Glo ATP luminescence, 48-72 h; Potency, µM (highest dose often 96.7 µM), inactives show at the highest dose activity change, negative = cytotoxicity, actives largely listed as inhibitors; actives 4.3% (n = 94,000); AID 1345082, 2018; note: potency is the fitted concentration of half-maximal effect; nearly all actives have a fitted effect of over 55% in size
#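 Cytotoxicity is measured as loss of cellular ATP: NIH 3T3 cells (400/well) are exposed to compound for 48 or 72 hr at 37 °C, then CellTiter-Glo luminescence is imaged after 10 min at room temperature.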
# IP6K1 inhibitor = Primary qHTS assay for small molecule inhibitors of Inositol hexaphosphate kinase 1 (IP6K1); actives 0.81% (n = 140,000); Inositol hexakisphosphate kinase 1 (Homo sapiens), Q92551; activity change, % (series mostly up to about 58 µM); IP6K1 kinase, ADP-Glo luminescence, 2 h; active compounds read low; in the data active = activity change below about -25%
# Target sequence (Q92551 whole entry, looked up): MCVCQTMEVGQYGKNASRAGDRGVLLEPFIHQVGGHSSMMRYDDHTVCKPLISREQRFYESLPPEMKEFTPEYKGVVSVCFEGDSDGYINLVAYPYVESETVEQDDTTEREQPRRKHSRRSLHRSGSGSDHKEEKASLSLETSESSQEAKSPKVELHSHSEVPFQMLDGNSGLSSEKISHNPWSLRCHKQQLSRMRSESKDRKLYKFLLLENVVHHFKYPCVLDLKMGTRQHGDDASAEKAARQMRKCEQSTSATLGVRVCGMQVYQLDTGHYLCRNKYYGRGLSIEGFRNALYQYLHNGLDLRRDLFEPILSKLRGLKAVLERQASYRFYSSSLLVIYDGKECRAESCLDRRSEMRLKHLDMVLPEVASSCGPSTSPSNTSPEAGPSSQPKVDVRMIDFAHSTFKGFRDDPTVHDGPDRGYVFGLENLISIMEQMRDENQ
#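 ADP-Glo luminescence measures ADP made by human IP6K1 during a 2 h RT reaction with ATP/IP6 (mix at 1.3 mM/130 uM); top library doses 57.5 and 19.1 uM final.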
# HEK cytotox = Cytotoxic Profiling in HEK 293 Cell Line of Diverse Libraries Using Quantitative High-Throughput Screening. HEK 293 viability, ATP luminescence (CellTiter-Glo), 48-72 h. Potency, µM (titrated, usually from 115 µM), for the others: at the highest dose activity change, negative = cytotoxicity, hits mostly inhibitors. actives 6.6% (n = 94,000); note: potency is the fitted concentration of half-maximal effect; nearly all actives have a fitted effect of over 60% in size
#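 Pintool-delivered compounds were incubated with HEK 293 cells (250 cells/well) at 37 degree Celsius for 48 or 72 hr. ATP-dependent luminescence (CellTiter-Glo) then reported remaining viable cells.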
# GPT2 inhibitor = Primary qHTS assay for inhibitors of Glutamate pyruvate transaminase 2 (GPT2); Potency, µM (titrated, usually from 57.7 µM), inactives show at the top dose activity change, negative = inhibition, actives largely listed as inhibitors; Alanine aminotransferase 2 (Homo sapiens), Q8TD30; actives 0.25% (n = 100,000); Recombinant GPT2, coupled pyruvate oxidase/HRP Amplex Red fluorescence; AID 1671188, 2021; note: potency is the fitted concentration of half-maximal effect; nearly all actives have a fitted effect of over 60% in size; many of its hits are not listed in these tables
#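 Recombinant GPT2 (10ng/uL) with 250uM a-KG and 2mM L-alanine, 30 min at room temperature, in HEPES pH 7.5 buffer. Pyruvate detected by pyruvate oxidase/HRP/Amplex Red fluorescence after 30 min in the dark; AOA (50uM) as positive control.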
# FLuc inh = Firefly luciferase inhibition profiling of diverse chemical library using quantitative high-throughput screening. purified P. pyralis luciferase, luminescence, biochemical. Potency, µM (titrated, usually from 115 µM), for the others: at the highest dose activity change, negative = inhibition, actives largely listed as inhibitors. Luciferin 4-monooxygenase (Photinus pyralis), P08659. actives 2.5% (n = 76,000); note: potency is the fitted concentration of half-maximal effect; nearly all actives have a fitted effect of over 65% in size
# Target sequence (P08659 whole entry, looked up): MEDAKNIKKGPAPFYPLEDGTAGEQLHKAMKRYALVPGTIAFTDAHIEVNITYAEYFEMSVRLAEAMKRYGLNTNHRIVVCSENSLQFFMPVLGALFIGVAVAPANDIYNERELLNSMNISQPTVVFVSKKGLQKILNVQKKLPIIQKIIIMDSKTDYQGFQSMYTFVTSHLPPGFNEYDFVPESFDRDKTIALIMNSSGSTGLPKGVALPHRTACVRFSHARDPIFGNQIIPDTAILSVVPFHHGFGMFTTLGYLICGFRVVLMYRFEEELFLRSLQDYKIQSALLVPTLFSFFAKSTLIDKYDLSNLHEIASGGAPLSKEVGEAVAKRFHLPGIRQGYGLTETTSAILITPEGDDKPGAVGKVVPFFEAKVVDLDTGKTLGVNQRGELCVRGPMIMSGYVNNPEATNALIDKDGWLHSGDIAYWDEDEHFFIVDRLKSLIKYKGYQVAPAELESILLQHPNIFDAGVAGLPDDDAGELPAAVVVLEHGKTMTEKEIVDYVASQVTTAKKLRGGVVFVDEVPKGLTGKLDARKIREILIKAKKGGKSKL
#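 Luminescence read by CCD imaging after purified firefly luciferase (10nM final) was added to substrate buffer holding 10uM D-luciferin and 10uM ATP, pH 7.5, pre-dosed with compound.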
# HEK293 viab = GF-AFC viability counterscreen for inhibitors of alpha-synuclein gene (SNCA) expression. HEK-293-SNCA-luc viability, GF-AFC fluorescence, 24 h. Potency, µM (top dose mostly 57.1 µM), inactives show at the highest dose activity change, negative = cytotoxicity, actives largely listed as cytotoxic. actives 0.12% (n = 150,000);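 note: potency is the fitted concentration of half-maximal effect; 0% = DMSO-treated cells and -100% = medium-only wells without cells; nearly all actives have a fitted effect of over 30% in size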
#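 Cytotoxicity counterscreen: after 24 h compound treatment of genome-edited SNCA-luciferase HEK-293 cells, live-cell protease substrate GF-AFC read by fluorescence after 30 min; activity scaled between DMSO (0%) and medium-only (-100%), curves Hill-fitted.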
# Active calls of the source: *; i = inactive; u = inconclusive; x = no result given; [ ] = dose if it differs, or a comment. Unless noted, calls come from the whole dose curve; as a rule, active = well fitted curve in the direction sought with a large enough effect; inconclusive = small, poorly fitted or top-dose-only effect, or another doubt; inactive = no such curve, though single readings can be large; an effect the other way counts as inactive or inconclusive. Unless noted, % is set by controls: 0 for no effect and ±100 for the full control effect. A portion of the library; the hit share may differ from the screen's.
# Sample of the layout (five entries):
SMILES,SNCA expr inhib,NIH3T3 tox,IP6K1 inhibitor,HEK cytotox,GPT2 inhibitor,FLuc inh,HEK293 viab
Cc1nncn1C1CCN(S(=O)(=O)c2ccccc2)CC1,16%,1%,0,9%,0%,13%,5%
CC(C)C(=O)Nc1cc(C2CC2)nn1C,-16%[87.6 µM],-12%[174 µM],1,i,2%[88.5 µM],x,1%[87.6 µM]
O=C1CC(c2ccccc2)N(Cc2ccncc2)CCCN(C(=O)c2ccsc2)CCN1 (stereo not drawn),6%,-15%,27,-7%,-3%,7%,3%
O=C(NCc1ccc(F)cc1F)C1CCN(C(=O)c2ccc(-c3cncnc3)cc2)CC1,1%,-25%,6,4%,i,x,1%
CCC(=O)Nc1cccc(OCc2cc(=O)n3cc(C)ccc3n2)c1,50%[activator],x,3,x,x,x,6%

# All compounds of this part, from the first entry:
SMILES,SNCA expr inhib,NIH3T3 tox,IP6K1 inhibitor,HEK cytotox,GPT2 inhibitor,FLuc inh,HEK293 viab
Cc1nncn1C1CCN(S(=O)(=O)c2ccccc2)CC1,16%,1%,0,9%,0%,13%,5%
CC(C)C(=O)Nc1cc(C2CC2)nn1C,-16%[87.6 µM],-12%[174 µM],1,i,2%[88.5 µM],x,1%[87.6 µM]
O=C1CC(c2ccccc2)N(Cc2ccncc2)CCCN(C(=O)c2ccsc2)CCN1 (stereo not drawn),6%,-15%,27,-7%,-3%,7%,3%
O=C(NCc1ccc(F)cc1F)C1CCN(C(=O)c2ccc(-c3cncnc3)cc2)CC1,1%,-25%,6,4%,i,x,1%
CCC(=O)Nc1cccc(OCc2cc(=O)n3cc(C)ccc3n2)c1,50%[activator],x,3,x,x,x,6%
O=C(c1ccc(N2CCOCC2)nc1)N1CCC(Cn2cccn2)CC1,-4%,-4%,13,-6%,i,-9%,1%
COCCn1cnnc1C(C)Nc1nc(-c2cccnc2)nc2c1CNC2 (stereo not drawn),8%,-6%,-3,1%,-7%,-5%,-9%
O=C(NCCC1CCN(C(=O)Nc2cc(F)ccc2F)CC1)C1CC1,28%,-5%,5,-8%,i,u,6%
COc1ccc(CN(Cc2ccco2)c2cnc(S(C)(=O)=O)nc2C(=O)Nc2ccc(C)c(Cl)c2)cc1,u,x,-7,x,x,x,13%
Cc1ccc(CNC[C@H]2Cn3cc(-c4ccccc4)nc3CO2)cc1,55%[activator][87.6 µM],u,18,u,3%[88.5 µM],-20%[172 µM],-7%[87.6 µM]
O=C(NCc1ccccc1)C(=O)NCC(c1cccs1)S(=O)(=O)c1ccccc1 (stereo not drawn),-2%,x,-5,x,x,x,-18%
COCC1CN(C2CCC2)CC12CCN(C(=O)NCCc1ccccc1)CC2 (stereo not drawn),-8%,u,9,u,i,-8%,-26%
CNC(=O)c1cc(C2CC2)nc2c1c(C1CCN([S+](=O)([O-])c3cccc(C(F)(F)F)c3)C1)nn2C (stereo not drawn),x,u,3,u,x,x,x
CCOC(=O)N1CCN(C(=O)C(c2ccccc2C)N(C)C)CC1 (stereo not drawn),-9%,i,6,-9%,-3%[11.5 µM],3%,-1%
O=C(Nc1ccc(Cl)c(-c2nc3ccccc3o2)c1)c1cccc2c(Cl)cccc12,-1%,x,0,x,x,x,-4%
Cn1ccnc1CN1CCN(Cc2ccc3cccc(Cl)c3n2)CC1,-12%,4%,10,u,1%,10%,-4%
COCC1CN(C)CC12CCN(C(=O)Cc1ccc(OC)c(Cl)c1)CC2 (stereo not drawn),-3%,-22%,9,89µM*,-15%,-4%,7%
Cn1nccc1C(=O)N1CCC2(CC1)OCCN(Cc1ccccc1F)C2=O,-24%[87.6 µM],-20%[138 µM],-12,u,-10%[88.5 µM],-7%[172 µM],-3%[87.6 µM]
Cc1cccc(-c2nocc2CCC(=O)NC(C)c2ccc(F)cc2)c1 (stereo not drawn),-4%,u,6,u,u,0%,-22%
O=C1CN(Cc2cc3cc4c(cc3[nH]c2=O)OCO4)CCCN1,5%,0%,14,-11%,1%,13%,-2%

# Another view of part of the listing above:
> O=C1CC(c2ccccc2)N(Cc2ccncc2)CCCN(C(=O)c2ccsc2)CCN1 (stereo not drawn)
  SNCA expr inhib: 6%; NIH3T3 tox: -15%; IP6K1 inhibitor: 27; HEK cytotox: -7%; GPT2 inhibitor: -3%; FLuc inh: 7%; HEK293 viab: 3%
> Cn1ccnc1CN1CCN(Cc2ccc3cccc(Cl)c3n2)CC1
  SNCA expr inhib: -12%; NIH3T3 tox: 4%; IP6K1 inhibitor: 10; HEK cytotox: u; GPT2 inhibitor: 1%; FLuc inh: 10%; HEK293 viab: -4%
> Cc1nncn1C1CCN(S(=O)(=O)c2ccccc2)CC1
  SNCA expr inhib: 16%; NIH3T3 tox: 1%; IP6K1 inhibitor: 0; HEK cytotox: 9%; GPT2 inhibitor: 0%; FLuc inh: 13%; HEK293 viab: 5%
> COCC1CN(C2CCC2)CC12CCN(C(=O)NCCc1ccccc1)CC2 (stereo not drawn)
  SNCA expr inhib: -8%; NIH3T3 tox: u; IP6K1 inhibitor: 9; HEK cytotox: u; GPT2 inhibitor: i; FLuc inh: -8%; HEK293 viab: -26%

# The list continues.
SMILES,SNCA expr inhib,NIH3T3 tox,IP6K1 inhibitor,HEK cytotox,GPT2 inhibitor,FLuc inh,HEK293 viab
Cc1ncoc1C(=O)N1CCC([C@H]2[C@@H](Oc3ccccc3)CN2C(C)C)CC1,23%,-24%,26,-18%,i,x,5%
NC(=O)c1cccc(CC2CCN(C(=O)c3ccnc(-n4cnnc4)c3)C2)c1 (stereo not drawn),-10%,3%,-27*,i,i,1%,-2%
Cc1cc(C(F)(F)F)nn1CC(=O)N1CCc2nn(CC3CC3)c(=O)n2CC1,-21%,i,-13,0%,i,11%,1%
COCCNC(=O)[C@H]1C[C@H](Oc2ccccc2)CN1C(=O)NCC(C)C,6%,-14%,33,-15%,-2%,8%,-5%
Cc1ccn2c(Nc3ccc4c(c3)OCO4)c(-c3ccco3)nc2c1,111%[activator],x,-10,x,x,x,-26%
COCC(=O)Nc1nc2c(s1)C[C@@H]1[C@](C)(CO)[C@H](O)CC[C@@]1(C)[C@@H]2CC(=O)NCc1ccc(OC)cc1,10%,-2%,1,-4%,i,-2%,-1%
CN1C(=O)CCCCC1C(=O)N1CCOCC1 (stereo not drawn),-8%,i,22,18%,3%,0%,-3%
COc1ccc(C(=O)N2CCC(N3C(=O)C(O)C34CCCCC4)CC2)c(OC)n1 (stereo not drawn),-2%,-12%,-9,-10%,i,0%,10%
Cc1ccsc1C(=O)N1CCC2(CC1)N=C(c1ccc(Cl)cc1)NO2,20%,u,15,u,i,-3%,4%
Cc1ccc(-n2nc3n(c2=O)CCN(C(=O)c2ccccc2C)C3)cc1,25%[87.6 µM],-18%[138 µM],-4,-26%[172 µM],-1%[88.5 µM],-7%[172 µM],5%[87.6 µM]
O=C(c1cn(CCOc2ccc(Cl)cc2)c2ccccc12)C1CCCCC1,12%,x,2,x,x,x,-2%
Cn1c(Cn2cccn2)nnc1C1CCCN(C(=O)c2cccc(F)c2)C1 (stereo not drawn),-5%,i,-10,1%,i[11.5 µM],10%,3%
CN(C)CCCO[C@@H]1[C@H]2OC(C)(C)O[C@H]2O[C@@H]1[C@H](O)CO,2%,x,x,x,-3%,x,-3%
O=C(c1ccc(F)c(F)c1)N1CCC(n2cc(-c3nc(-c4ccccc4)no3)nn2)CC1,9%,u,0,u,3%,-22%,10%
CCCCN(CCCC)CCNC(=O)c1cn(C)c2ccc(S(=O)(=O)N3CCOCC3)cc2c1=O,-5%,x,-4,x,x,x,-9%
Cc1cccc(NC(=O)Cn2c(=O)n(CC3CCC(C(=O)NCCc4ccccc4)CC3)c(=O)c3ccccc32)c1C (stereo not drawn),-2%,x,-13,x,x,x,6%
CN1C[C@H](O)C[C@H]1c1nnc2n1CCN(C(=O)CCCc1ccccc1)CC2,24%,0%,-18,4%,i,4%,4%
CN(C)c1ccc(CN2CCCC3(CC(c4cccc(C(F)(F)F)c4)=NO3)C2)cc1 (stereo not drawn),-21%,u,-5,u,-5%,6%,2%
Cc1ccc(CNC(=O)c2ccc(Nc3nc4ccccc4n4nnnc34)cc2)cc1,95%[activator],x,6,x,x,x,0%
COc1ccc(OC)c(CNC(=O)c2ccccc2NC(=O)c2nsc3ccccc23)c1,47%[activator],x,26,x,x,x,-7%
O=C1CCc2cc(NC(=O)c3cccc(C(F)(F)F)c3)ccc2N1,u,u,32,u,0%,-11%,5%
CC(=O)OC1C[C@@]2(C)[C@@H](CC[C@@H](C)[C@]23Cc2c(O)cc4c(c2O3)CNC4=O)C(C)(C)[C@@H]1O (stereo partly drawn),x,x,1,x,i,x,-16%[23.9 µM]
O=C(O)CCC(=O)N1Cc2ccccc2CC2(CCCN(Cc3ccccc3)C2)C1 (stereo not drawn),-10%,-3%,4,-4%,-5%,x,0%
CCc1ccc(NCc2cc3cc(OC)c(OC)cc3n(CC(=O)Nc3cc(C)ccc3C)c2=O)cc1,18%,x,1,x,x,x,5%
CCN1c2ccccc2-c2nc(SCC(=O)Nc3cc(OC)cc(OC)c3)ncc2S1(=O)=O,-7%,x,-7,x,x,x,3%
O=C(NC1CCN(c2nccc(Nc3ccccc3Cl)n2)CC1)c1ccccc1Cl,-13%,u,-4,40µM*,-7%,x,-20%
CC1CCN(c2cc3c(cc2F)c(=O)c(S(=O)(=O)c2cccc(Cl)c2)cn3Cc2ccccc2)CC1,9%,x,-6,x,x,x,4%
CCC(C)NC(=O)C(C)N1C(=O)COc2ccc(C(=O)COc3ccc(OC)cc3)cc21 (stereo not drawn),7%,-10%,-3,-32%,i,-8%,-14%
